Source: PubChem
JNK3 inh = JNK3 kinase activity inhibitors, primary screen, biochemical, human, purified enzyme; Mitogen-activated protein kinase 10 (Homo sapiens), P53779; HTS; inhibition, % at 8 µM; actives 0.61% (n = 60,000); AID 746, 2007; in the data active = inhibition above about 17%;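 also: 0% = DMSO and 100% = reference inhibitor; many of its hits are not listed in these tables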
ROCK2 inh = inhibitors of human ROCK2 kinase, primary screen, biochemical, high-throughput, luminescence; inhibition, % at 6 µM; purified ROCK2, Kinase-Glo ATP depletion luminescence; actives 0.35% (n = 60,000); Rho-associated protein kinase 2 (Homo sapiens), O75116;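 active = inhibition above the screen-wide mean inhibition plus 3 SD, cut at about 18% in these data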;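 also: plate controls were DMSO wells for no effect and Y-27632 control wells after no-enzyme background subtraction for full effect; many of its hits are not listed in these tables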
Target sequence (O75116 whole entry, looked up): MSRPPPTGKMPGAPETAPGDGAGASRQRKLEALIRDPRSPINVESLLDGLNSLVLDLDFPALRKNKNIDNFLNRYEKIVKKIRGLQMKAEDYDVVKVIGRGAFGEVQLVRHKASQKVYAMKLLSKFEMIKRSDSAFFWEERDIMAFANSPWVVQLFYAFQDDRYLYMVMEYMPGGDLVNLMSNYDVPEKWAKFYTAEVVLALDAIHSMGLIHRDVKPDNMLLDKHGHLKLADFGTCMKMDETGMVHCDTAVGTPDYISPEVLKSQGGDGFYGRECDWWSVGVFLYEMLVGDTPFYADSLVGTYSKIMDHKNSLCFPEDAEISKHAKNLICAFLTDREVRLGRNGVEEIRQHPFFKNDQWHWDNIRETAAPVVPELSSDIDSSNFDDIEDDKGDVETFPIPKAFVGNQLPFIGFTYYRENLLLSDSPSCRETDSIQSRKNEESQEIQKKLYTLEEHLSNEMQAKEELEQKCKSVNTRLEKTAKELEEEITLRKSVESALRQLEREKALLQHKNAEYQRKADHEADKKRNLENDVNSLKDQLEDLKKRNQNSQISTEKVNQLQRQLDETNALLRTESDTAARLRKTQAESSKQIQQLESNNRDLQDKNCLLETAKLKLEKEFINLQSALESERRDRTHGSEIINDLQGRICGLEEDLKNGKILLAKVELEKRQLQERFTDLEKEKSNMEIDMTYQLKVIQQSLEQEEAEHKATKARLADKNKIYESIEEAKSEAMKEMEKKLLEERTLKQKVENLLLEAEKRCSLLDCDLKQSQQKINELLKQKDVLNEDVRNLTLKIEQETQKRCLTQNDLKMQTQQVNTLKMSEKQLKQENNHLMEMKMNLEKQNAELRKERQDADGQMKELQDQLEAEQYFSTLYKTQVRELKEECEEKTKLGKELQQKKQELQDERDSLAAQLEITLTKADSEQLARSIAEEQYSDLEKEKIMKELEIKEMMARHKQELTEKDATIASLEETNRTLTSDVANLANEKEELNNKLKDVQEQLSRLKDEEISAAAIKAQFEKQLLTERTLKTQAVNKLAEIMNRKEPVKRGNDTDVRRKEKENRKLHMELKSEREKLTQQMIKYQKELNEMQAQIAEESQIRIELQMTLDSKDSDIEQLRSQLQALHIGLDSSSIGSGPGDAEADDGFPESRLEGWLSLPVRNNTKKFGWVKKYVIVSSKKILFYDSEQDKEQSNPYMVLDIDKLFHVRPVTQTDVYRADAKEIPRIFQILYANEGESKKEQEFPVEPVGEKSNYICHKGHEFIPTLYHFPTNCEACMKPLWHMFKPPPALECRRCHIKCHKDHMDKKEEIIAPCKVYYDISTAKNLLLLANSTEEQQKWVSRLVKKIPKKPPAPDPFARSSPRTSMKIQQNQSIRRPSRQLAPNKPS
Fluor 339 460 = intrinsic fluorescence of library compounds, ex339/em460 – biochemical, MLSMR library, data from DPM-DC assay, artefact control, profiling panel | compound autofluorescence, ex339/em460 nm, NADH buffer; stronger effect = higher value; 1 = no-compound wells, NADH background | fluorescence fold increase at 10 µM | actives 5.5% (n = 65,000) | AID 709, 2007;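 active = at 10 µM, mean starting fluorescence two-fold or more over control wells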;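 also: signal is the first read of a kinetic run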
HEK293 NFkB inh = inhibitors of PMA/ionomycin-induced NF-kB reporter, primary screen, antigen receptor NF-kB inhibitor project, cell-based, HEK-293 luciferase reporter, luminescence; actives 0.21% (n = 62,000); HEK-293 NF-kB luciferase reporter; inhibition, % at 3 µM; AID 465, 2006;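 active = inhibition above the mean of all tested compounds plus 3 SD, cut at about 40% in these data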;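 also: 0% = stimulated DMSO wells and 100% = 10 µM reference inhibitor 5653914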
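Timing: 1 h pretreatment, 16 h stimulation, 37 °C; system: HEK-293 cells with stable firefly luciferase reporter driven by four HIV NF-kB elements; doses: 3 µM once, 0.30% DMSO; measured by: luciferase luminescence; control set: DMSO and 10 µM reference inhibitor; repeats: single test; reagent: PMA plus ionomycin mix as NF-kB-activating stimulus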
Ecoli tolC = growth inhibitors of E. coli tolC mutant, primary screen, strain BW25113 ΔtolC::kan, 384-well; OD615; growth inhibition, % at 10 µM (by protocol); actives 2.2% (n = 65,000); AID 573, 2007;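 active = growth inhibition at or above a cutoff equal to the mean over every tested compound plus 3 SD, cut at about 60% in these data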;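 also: growth measured after 20 h incubation at 37 °C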
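Test system – E. coli BW25113 ΔtolC::kan, tolC deletion mutant strain · Detection – OD at 615 nm · Buffer or medium – LB with kanamycin 50 µg/mL · Times – 20 h compound exposure of bacteria at 37 °C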
A340 absorber = compound light absorbance at 340 nm, profiling panel, artefact control, biochemical, MLSMR library, data from PS, PMK, MK assays. fold change at 10 µM. compound absorbance at 340 nm, fold over control. 65,000 tested, under 10 active. AID 708, 2007;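 active = at 10 µM dose, initial 340 nm absorbance at least 2 fold that of control wells; inactive = change under 2 fold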;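 also: initial absorbance extrapolated from kinetic A340 decline of NADH oxidation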
NADH enzymes = inhibitors of PK/LDH coupling enzymes, profiling panel, artefact control, biochemical, MLSMR library; coupled PK/LDH NADH assays, four targets; IC50, µM (series often up to 10 µM), for inactives: at the top dose inhibition; actives 0.02% (n = 65,000); AID 774, 2007;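 active = single-dose screening hits from any of four coupled enzyme assays that gave an IC50 when retested across doses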;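 also: the DPM-DC format reads NADH fluorescence rather than 340 nm absorbance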
PKA kinase inh = inhibitors of human PKA kinase activity, primary screen, biochemical, ATP-depletion luminescence, Kemptide substrate; cAMP-dependent protein kinase catalytic subunit alpha (Homo sapiens), P17612; PKA Kemptide phosphorylation, Kinase-Glo ATP luminescence; inhibition, % at 6 µM; actives 0.1% (n = 65,000);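 active = inhibition above the screen-wide mean inhibition plus 3 SD, cut at about 21% in these data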; also: many of its hits are not listed in these tables
MMP13 inh = human MMP13 inhibitors, primary screen, biochemical, FRET peptide cleavage; actives 0.07% (n = 65,000); MMP-13 fTHP FRET cleavage, Mca fluorescence; inhibition, % at 4 µM; AID 570, 2006; Collagenase 3 (Homo sapiens), P45452;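 active = inhibition above the mean of compound-free control plate wells plus 3 SD, cut at about 14% in these data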;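 also: 0% = DMSO wells and 100% = wells with reference MMP-13 inhibitor after basal subtraction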
An asterisk follows results filed as active; [ ] = remark or other dose. Not all compounds are listed. The share of hits here may be higher or lower than overall.

COc1cccc(-n2c(Cc3cc(=O)[nH]c(=O)[nH]3)nnc2SCC(=O)N2CCC(C)CC2)c1 was read as JNK3 inh 6, ROCK2 inh 3, Fluor 339 460 1, HEK293 NFkB inh 10, Ecoli tolC -27, A340 absorber 0.99, NADH enzymes 6%, PKA kinase inh 3 and MMP13 inh 1.
`COc1cc(C2C(C#N)=C(N)Oc3n[nH]c(C)c32)cc2c1OCO2` (stereo unspecified) gave JNK3 inh -6, ROCK2 inh -4, Fluor 339 460 1.1, HEK293 NFkB inh 10, Ecoli tolC -9, A340 absorber 0.98, NADH enzymes 6%, PKA kinase inh -3 and MMP13 inh -4.
`CCN(Cc1ccccc1)C(=O)Cn1c(=O)n(CC(=O)NCc2ccco2)c(=O)c2sccc21` gave JNK3 inh 3, ROCK2 inh 3, Fluor 339 460 1.1, HEK293 NFkB inh 9, Ecoli tolC -8, A340 absorber 1, NADH enzymes 3%, PKA kinase inh 11 and MMP13 inh 4.
`Cc1cc(N2CCN(c3ccccn3)CC2)n2c(nc3ccccc32)c1C#N` gave JNK3 inh -1, ROCK2 inh 0, Fluor 339 460 2.2*, HEK293 NFkB inh 7, Ecoli tolC 22, A340 absorber 1, NADH enzymes 11%, PKA kinase inh 5 and MMP13 inh -2.
CC1CCCC(NC(=O)C2CCN(S(=O)(=O)N3CCOCC3)CC2)C1C (stereo unspecified) was read as JNK3 inh -2, ROCK2 inh 2, Fluor 339 460 1.1, HEK293 NFkB inh 10, Ecoli tolC -10, A340 absorber 1, NADH enzymes 7%, PKA kinase inh 3 and MMP13 inh 1.
For Cc1cccc2cc(COC(=O)COc3ccccc3)c(=O)[nH]c12 the results were JNK3 inh -5, ROCK2 inh 9, Fluor 339 460 1.4, HEK293 NFkB inh -1, Ecoli tolC -10, A340 absorber 1.1, NADH enzymes 5%, PKA kinase inh 3 and MMP13 inh 3.
`CC(=O)Nc1ccc(-n2c(C)nc(=O)c(-c3ccccc3)c2C)cc1` gave JNK3 inh 5, ROCK2 inh 7, Fluor 339 460 1.1, HEK293 NFkB inh 2, Ecoli tolC -1, A340 absorber 0.99, NADH enzymes 8%, PKA kinase inh 5 and MMP13 inh -1.
For C=CCOC(=O)C1=C(C)Nc2nnnn2C1c1cccc(OC)c1OC (stereo unspecified) the results were JNK3 inh -5, ROCK2 inh 1, Fluor 339 460 1.2, HEK293 NFkB inh 12, Ecoli tolC 2, A340 absorber 0.99, NADH enzymes 5%, PKA kinase inh 0 and MMP13 inh 2.
O=C(CSc1nc2ccccc2o1)N1CCN(C(=O)c2ccco2)CC1 was read as JNK3 inh 4, ROCK2 inh 5, Fluor 339 460 1.1, HEK293 NFkB inh 9, Ecoli tolC 22, A340 absorber 1, NADH enzymes 2%, PKA kinase inh 8 and MMP13 inh -1.
`CCOc1ccccc1NC(=O)Nc1cc(OC)ccc1OC` gave JNK3 inh -15, ROCK2 inh 0, Fluor 339 460 1.1, HEK293 NFkB inh 10, Ecoli tolC -10, A340 absorber 1, NADH enzymes 9%, PKA kinase inh 0 and MMP13 inh 3.
`CCOC(=O)c1c(C)[nH]c(C(=O)O)c1C` gave JNK3 inh -7, ROCK2 inh -1, Fluor 339 460 1.1, HEK293 NFkB inh 1, Ecoli tolC -1, A340 absorber 1, NADH enzymes 3%, PKA kinase inh -2 and MMP13 inh -4.
Screening COCCn1c(SCC(=O)N2CCCc3ccccc32)nc2ccccc2c1=O returned JNK3 inh 4, ROCK2 inh 4, Fluor 339 460 1, HEK293 NFkB inh 0, Ecoli tolC 39, A340 absorber 1, NADH enzymes 5%, PKA kinase inh 12 and MMP13 inh 5.

3 entries from above, arranged by SMILES length, high to low.
COc1cccc(-n2c(Cc3cc(=O)[nH]c(=O)[nH]3)nnc2SCC(=O)N2CCC(C)CC2)c1 was read as JNK3 inh 6, ROCK2 inh 3, Fluor 339 460 1, HEK293 NFkB inh 10, Ecoli tolC -27, A340 absorber 0.99, NADH enzymes 6%, PKA kinase inh 3 and MMP13 inh 1.
CC1CCCC(NC(=O)C2CCN(S(=O)(=O)N3CCOCC3)CC2)C1C (stereo unspecified) was read as JNK3 inh -2, ROCK2 inh 2, Fluor 339 460 1.1, HEK293 NFkB inh 10, Ecoli tolC -10, A340 absorber 1, NADH enzymes 7%, PKA kinase inh 3 and MMP13 inh 1.
For Cc1cccc2cc(COC(=O)COc3ccccc3)c(=O)[nH]c12 the results were JNK3 inh -5, ROCK2 inh 9, Fluor 339 460 1.4, HEK293 NFkB inh -1, Ecoli tolC -10, A340 absorber 1.1, NADH enzymes 5%, PKA kinase inh 3 and MMP13 inh 3.

The listing continues.
`O=S(=O)(Nn1cnnc1)c1ccccc1Cl` gave JNK3 inh 1, ROCK2 inh -2, Fluor 339 460 1.1, HEK293 NFkB inh 11, Ecoli tolC -21, A340 absorber 1, NADH enzymes 2%, PKA kinase inh 3 and MMP13 inh 1.
Screening O=C(CCN1CCCCC1)Nc1ccc(Br)cc1 returned JNK3 inh 4, ROCK2 inh 7, Fluor 339 460 1.1, HEK293 NFkB inh -1, Ecoli tolC 2, A340 absorber 1.1, NADH enzymes 0%, PKA kinase inh 3 and MMP13 inh -1.
Screening COc1cc(CN2CCC(C(=O)N3CCN(c4ccccc4F)CC3)CC2)ccc1O returned JNK3 inh -8, ROCK2 inh -1, Fluor 339 460 1.9, HEK293 NFkB inh 2, Ecoli tolC 12, A340 absorber 1.1, NADH enzymes 2%, PKA kinase inh 7 and MMP13 inh -7.
`COc1ccc(CCNC(=O)C2(C)CCC(=O)N2Cc2ccc3c(c2)OCO3)cc1OC` (stereo unspecified) gave JNK3 inh -1, ROCK2 inh 4, Fluor 339 460 1, HEK293 NFkB inh 19, Ecoli tolC -9, A340 absorber 0.98, NADH enzymes 1%, PKA kinase inh 7 and MMP13 inh 2.
For O=C(CSc1nc2scc(-c3ccco3)c2c(=O)n1-c1ccccc1)NCC1CCCO1 (stereo unspecified) the results were Fluor 339 460 1.1, HEK293 NFkB inh -2, Ecoli tolC 6, A340 absorber 1.1, NADH enzymes 10%, PKA kinase inh 0 and MMP13 inh 1.
For COc1ccccc1OCc1nnc(SCC(=O)NCc2ccco2)n1Cc1ccco1 the results were JNK3 inh 1, ROCK2 inh 10, Fluor 339 460 1.1, HEK293 NFkB inh 11, Ecoli tolC -5, A340 absorber 1, NADH enzymes 6%, PKA kinase inh 7 and MMP13 inh -3.
For Clc1ccc2nc(SCc3nnc(-c4ccccc4)o3)[nH]c2c1 the results were JNK3 inh 3, ROCK2 inh -3, Fluor 339 460 1.1, HEK293 NFkB inh 22, Ecoli tolC 44, A340 absorber 1.1, NADH enzymes 4%, PKA kinase inh -4 and MMP13 inh -5.
For CCOc1cccc2c1OC1(C)CC2NC(=O)N1c1ccc(OC)cc1 (stereo unspecified) the results were JNK3 inh -8, ROCK2 inh 5, Fluor 339 460 1.1, HEK293 NFkB inh 20, Ecoli tolC -9, A340 absorber 1, NADH enzymes 0%, PKA kinase inh 16 and MMP13 inh 6.
For O=C(Nc1nnc(C2CC2)s1)C1Cc2ccccc2CN1S(=O)(=O)c1cccs1 (stereo unspecified) the results were JNK3 inh -5, ROCK2 inh 4, Fluor 339 460 1.1, HEK293 NFkB inh 11, Ecoli tolC 18, A340 absorber 1, NADH enzymes 14%, PKA kinase inh 6 and MMP13 inh -4.
Screening Cc1cccc(NC(=O)Nc2cccc(C#N)c2)n1 returned JNK3 inh 5, ROCK2 inh 4, Fluor 339 460 1, HEK293 NFkB inh 17, Ecoli tolC 3, A340 absorber 0.98, NADH enzymes 3%, PKA kinase inh -6 and MMP13 inh 2.
O=C(CN1CCOCC1)Nc1ccc(Br)cn1 was read as JNK3 inh 4, ROCK2 inh 0, Fluor 339 460 1.1, HEK293 NFkB inh -7, Ecoli tolC -4, A340 absorber 1, NADH enzymes 3%, PKA kinase inh 9 and MMP13 inh 2.
Screening CCC(=O)Oc1ccc(/C(CC)=C(\CC)c2ccc(OC(=O)CC)cc2)cc1 returned JNK3 inh -2, ROCK2 inh -1, Fluor 339 460 0.99, Ecoli tolC 5, A340 absorber 1, NADH enzymes 1%, PKA kinase inh -5 and MMP13 inh -1.
Screening O=C(COc1ccc(Cl)cc1)NCc1nnc(SCC(=O)N2CCCc3ccccc32)o1 returned Fluor 339 460 1, HEK293 NFkB inh 2, Ecoli tolC -11, A340 absorber 1, NADH enzymes 7%, PKA kinase inh 10 and MMP13 inh 8.
COc1ccc(C2C(C(=O)N3CCOCC3)=C(C)NC3=C2C(=O)CC(C)(C)C3)c(OC)c1 (stereo unspecified) was read as JNK3 inh 5, ROCK2 inh 3, Fluor 339 460 4.8*, HEK293 NFkB inh 5, Ecoli tolC -21, A340 absorber 1.1, NADH enzymes 4%[fluoresces], PKA kinase inh 4 and MMP13 inh -84[fluorescence artefact?].
Screening O=C(NC1CCCCCCC1)C1CCN(S(=O)(=O)N2CCC3(CC2)OCCO3)CC1 returned JNK3 inh -2, ROCK2 inh 1, Fluor 339 460 1.1, HEK293 NFkB inh 11, Ecoli tolC 2, A340 absorber 0.99, NADH enzymes 6%, PKA kinase inh 9 and MMP13 inh -2.
COc1ccc(-c2noc(CN(C)S(=O)(=O)c3ccccc3)n2)cc1OC was read as JNK3 inh -6, ROCK2 inh -3, Fluor 339 460 1.1, HEK293 NFkB inh 8, Ecoli tolC -14, A340 absorber 1, NADH enzymes 6%, PKA kinase inh -3 and MMP13 inh 3.
For Cn1c(=O)c2c(nc(SC3C(=O)CC(C)(C)CC3=O)n2C)n(C)c1=O the results were JNK3 inh -9, ROCK2 inh -4, Fluor 339 460 1.1, HEK293 NFkB inh 6, Ecoli tolC -19, A340 absorber 1, NADH enzymes 5%, PKA kinase inh -10 and MMP13 inh 6.
O=C(NCc1ccco1)C1CCN(C(=O)c2cc3sccc3n2Cc2ccc(Cl)cc2)CC1 was read as JNK3 inh -4, ROCK2 inh 8, Fluor 339 460 1.1, HEK293 NFkB inh 18, Ecoli tolC 40, A340 absorber 0.96, NADH enzymes 5%, PKA kinase inh 12 and MMP13 inh 2.
CCCCn1c(SCC(=O)N2CCCCC2)nc2cc(S(N)(=O)=O)ccc21 was read as JNK3 inh -3, ROCK2 inh -1, Fluor 339 460 0.95, HEK293 NFkB inh 15, Ecoli tolC 4, A340 absorber 1, NADH enzymes 6%, PKA kinase inh -1 and MMP13 inh -3.
`CC(=O)Nc1n[nH]c(S(=O)(=O)Cc2ccc(Cl)cc2Cl)n1` gave JNK3 inh -6, ROCK2 inh -3, Fluor 339 460 1.1, Ecoli tolC 17, A340 absorber 1, NADH enzymes 1%, PKA kinase inh 5 and MMP13 inh -1.
`CCCCCn1c(SCCN2CCOCC2)nc2c1c(=O)[nH]c(=O)n2C` gave JNK3 inh 2, ROCK2 inh 2, Fluor 339 460 1.1, HEK293 NFkB inh 4, Ecoli tolC 6, A340 absorber 1, NADH enzymes 8%, PKA kinase inh 5 and MMP13 inh 1.
